CHT allo act = allosterically activates the human high affinity choline transporter | Q9GZV3 | CHT-expressing cells, membrane potential dye, choline EC20; hits give high values; LV-AA mutant CHT in HEK293 cells | B-score at 10 µM | hit rate 0.49% among 310,000 | AID 488977;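 active means initial fluorescence not abnormally high and integrated response B-score, plate-corrected, over 3 SD above library mean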
Target sequence (Q9GZV3 whole entry, looked up): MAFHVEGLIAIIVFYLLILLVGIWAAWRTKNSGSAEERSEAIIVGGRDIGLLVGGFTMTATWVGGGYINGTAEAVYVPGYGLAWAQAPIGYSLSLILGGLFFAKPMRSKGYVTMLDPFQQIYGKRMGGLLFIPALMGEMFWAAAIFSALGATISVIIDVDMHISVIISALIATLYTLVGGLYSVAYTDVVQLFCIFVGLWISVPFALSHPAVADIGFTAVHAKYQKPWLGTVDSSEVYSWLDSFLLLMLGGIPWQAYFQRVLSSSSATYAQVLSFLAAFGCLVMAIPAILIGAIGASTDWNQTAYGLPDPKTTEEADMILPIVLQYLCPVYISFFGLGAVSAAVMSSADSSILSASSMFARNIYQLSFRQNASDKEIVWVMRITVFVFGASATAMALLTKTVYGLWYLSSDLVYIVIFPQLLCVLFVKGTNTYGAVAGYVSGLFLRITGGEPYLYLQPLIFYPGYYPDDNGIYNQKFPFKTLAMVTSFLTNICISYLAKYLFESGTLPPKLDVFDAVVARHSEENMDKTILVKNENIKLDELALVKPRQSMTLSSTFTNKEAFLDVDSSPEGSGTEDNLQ
OX1R antagonist = human HCRTR1 antagonism | O43613 | AID 434989 | CHO/OX1R cells, Fluo-8 calcium fluorescence, orexin A | hit rate 0.43% among 330,000 | inhibition, % at 5 µM;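 active means inhibition above its plate's threshold, mean inhibition of all tested compounds on the plate plus 3 SD, cut at about 37% in these data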;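 further: 0% = orexin A challenge wells and 100% = SB-334867-A antagonist wells; not every result past the cut was called active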
Target sequence (O43613 whole entry, looked up): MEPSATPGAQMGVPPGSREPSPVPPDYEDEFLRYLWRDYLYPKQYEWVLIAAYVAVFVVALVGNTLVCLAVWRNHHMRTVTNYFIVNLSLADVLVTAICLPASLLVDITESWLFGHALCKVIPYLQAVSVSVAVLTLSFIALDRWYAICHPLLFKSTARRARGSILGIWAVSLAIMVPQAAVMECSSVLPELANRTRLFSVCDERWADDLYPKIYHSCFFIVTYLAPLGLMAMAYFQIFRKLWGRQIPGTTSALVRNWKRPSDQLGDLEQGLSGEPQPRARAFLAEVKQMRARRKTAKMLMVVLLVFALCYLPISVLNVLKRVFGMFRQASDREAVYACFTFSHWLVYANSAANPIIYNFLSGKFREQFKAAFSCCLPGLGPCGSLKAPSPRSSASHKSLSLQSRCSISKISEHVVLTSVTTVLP
The depositor's hits bear a star; i = inactive; . = not tested or not shown.

SMILES | CHT allo act | OX1R antagonist
C#CCNC(=O)C1=C[C@H](c2ccc(C(F)(F)F)cc2)C[C@H](OCc2ccc(CO)cc2)O1 | i | -9.8
N/C(=N\OC(=O)c1csnn1)c1ccc(C(F)(F)F)cc1 | i | -4.8
COc1ccc(CCNC(=O)c2cc(-c3cc(Cl)ccc3O)n[nH]2)cc1OC | i | -14.0
O=C(N1CCCCC1)N1CCN(c2ccc(Cl)cc2)CC1 | i | -10.7
O=C1NC(=O)C2(CCC(C(=O)O)C2)N1 (stereo not drawn) | i | -1.7
COc1ccc(-c2cc(C(=O)N(C)Cc3ccccc3)c3ccccc3n2)cc1 | i | -29.1
Cc1ccc(CN2CCNC(=O)C2CC(=O)N2CCN(c3ncccn3)CC2)o1 (stereo not drawn) | i | -1.9
CS(=O)(=O)N(CC(=O)N1CCCCCC1)c1ccc(Br)cc1 | i | -17.8
COc1cc2c(cc1OC)/C(=C/C(=O)c1ccc(C)cc1)NCC2 | i | .
O=C(c1ccco1)N1CCN(S(=O)(=O)c2cccs2)CC1 | i | -4.7
COc1ccc(CCNC(=O)CNC(=O)Cn2ccc3ccccc3c2=O)cc1OC | i | -7.5
CCOC(=O)N1CCN(C(=O)COC(=O)c2cc(C)ccc2C)CC1 | . | -28.9
Fc1ccc(CN2CCN(c3ncnc4scc(-c5ccccc5)c34)CC2)cc1 | i | -49.6
COc1cc(C(=O)ONC(=O)c2ccc(OC(F)F)cc2)cc(OC)c1OC | i | -5.0
COC(=O)C1=C(C)N(Cc2ccccc2)C(=NCc2ccc(OC)cc2)N[C@H]1c1ccccc1 | . | 0.1
CN(c1ccccc1)S(=O)(=O)c1nnc(NC(=O)COc2ccccc2F)s1 | i | 0.3
CC(C)Nc1nc(NC(C)C)nc(N(C)C(N)=O)n1 | i | -8.4
CCN1CN(Cc2ccccc2)CNC1=S | i | -3.0
S=C(NCCc1ccccc1)Nc1ccc(Cl)cc1 | i | 1.2
O=C(C1COc2ccccc2O1)N1CCN(c2nc3ccccc3s2)CC1 (stereo not drawn) | i | -25.7
CCn1c(SCc2ccccc2)nnc1C1CCN(S(=O)(=O)c2ccc(OC)cc2)CC1 | i | -5.2
CCOC(=O)c1oc2ccccc2c1CN1CCCCC1 | i | -2.2
O=C(Nc1ccc2nc[nH]c2c1)c1ccco1 | i | -11.1
COc1ccccc1-c1nn2c(C3COc4ccccc4O3)nnc2s1 (stereo not drawn) | i | -31.0
COc1ccc(Cl)c(Cn2c(NCc3ccco3)nc3c2c(=O)n(C)c(=O)n3C)c1 | i | -30.2
CC1Cc2cc(-c3csc(N)n3)ccc2O1 (stereo not drawn) | i | -20.9
COc1ccc(NS(=O)(=O)c2ccc(O)c(C(=O)OCC(=O)N3CCCCC3)c2)cc1 | . | -11.8
COc1ccccc1CNC(=O)C1(NC(=O)Nc2ccc(C)cc2)CCCCC1 | i | -14.6
Cc1cc(CN(C)C(=O)c2ccc(OC3CCN(CCc4ccccc4)CC3)cc2)on1 | i | -27.7
COc1ccc(Cl)cc1NC(=O)CN(C)C(=O)CN1C(=O)NC2(CCCC2)C1=O | i | -28.6
O=C(NC(Cc1c[nH]c2ccccc12)C(=O)Nc1ccc(OC(F)(F)F)cc1)c1cccs1 (stereo not drawn) | i | -12.9
CC(C)n1c(SCC(=O)NC2CC2)nnc1-c1ccco1 | i | -17.5
Cc1cc(N2CCOCC2)cc(C)[n+]1[O-] | i | -6.4
COc1ccc(-c2nc(CN3CCN(Cc4cccc(Cl)c4)CC3)c(C)o2)cc1 | i | -39.9
COc1ccccc1-c1noc(-c2cccnc2)n1 | i | -7.2
Cc1ccc(-c2nn(-c3ccccc3)cc2CSC(=N)N)cc1 | i | 4.1
Cc1ncc([N+](=O)[O-])n1CC(=O)NC1CCCCC1 | i | -22.7
Cc1cnc(NC(=O)CSCc2c(C)noc2C)s1 | . | -13.7
N#CCCN(C(=O)Nc1ccc(Cl)c(Cl)c1)c1ccccc1 | i | 5.8
C=CC[C@@H](CC(=O)N[C@H](CO)Cc1ccccc1)C(=O)N[C@H](COC(=O)[C@@H](CC=C)Cc1ccc(F)cc1)Cc1ccccc1 | . | -5.7
C/C(=N\Nc1nc2ccccc2nc1C)c1ccccc1O | i | -10.4
Cc1nc2ccccc2n1CC(=O)NCCN1CCCC1 | i | -16.1
COc1cccc(CNC(=O)CCCn2ncn3c(cc4occc43)c2=O)c1 | i | -17.5
COC(=O)c1cc(S(=O)(=O)NCC2CCN(Cc3ccc(F)cc3)CC2)c[nH]1 | i | -13.1
COc1ccc(C(=O)/C=C/Nc2ccc(S(=O)(=O)Nc3nc(C)cc(C)n3)cc2)cc1OC | i | -29.0
CCOCCCNCc1cc(Cl)cc(Cl)c1OCC | i | -20.3
CC(c1nnc(Sc2nnnn2-c2ccccc2)n1-c1ccc(F)cc1)N(C)C (stereo not drawn) | i | -18.1
COc1ccc(CCNC(=O)c2cccc(S(=O)(=O)N3CCOCC3)c2)cc1OC | . | -9.2
Cc1nc(C)c(C(=O)Nc2cccc(F)c2)s1 | i | -13.2
Nc1ccccc1C(=O)NCCCN1CCN(c2cccc(Cl)c2)CC1 | i | -18.5
Following part:
SMILES | CHT allo act | OX1R antagonist
CCOC(=O)c1ccc2nc(NC(NC(C)=O)(C(=O)OC)C(F)(F)F)sc2c1 (stereo not drawn) | i | -1.2
CCOC(=O)CCn1nc(-c2ccc(Cl)cc2)cc1N | i | -24.5
NNC(=O)COc1cccc2cccnc12 | i | -8.8
O=C(O)c1ccc(N/N=C/c2ccc(-c3ccc(Br)cc3)o2)cc1 | i | 6.2
CC(C)Cc1nnc(NC(=O)c2cc([N+](=O)[O-])ccc2N2CCOCC2)s1 | i | -12.9
C[C@H](CO)N1C[C@H](C)[C@@H](CN(C)Cc2ccc(-c3ccccc3)cc2)Oc2c(NS(=O)(=O)c3ccc(F)cc3)cccc2C1=O | . | 8.7
CCOC(=O)c1sc(NC(=O)CCN2CCC(C)CC2)c(C(=O)OCC)c1C | i | -34.5
O=C(CCNC(=O)C1CCN(S(=O)(=O)c2ccc(F)cc2)CC1)NCc1cccc(Cl)c1 | i | -10.4
C/C(=N\O)c1ccc2c3c([nH]c2c1)CCCC3 | i | -0.6
CCN(CC)CCNCc1ccc(Br)cc1OCC(=O)NCc1ccccc1 | i | -27.0
CCn1cc(S(=O)(=O)N2CCc3ccccc3C2)cn1 | i | -15.0
CCn1cnc2cc(NCc3nc4ccccc4n3Cc3ccccc3)ccc21 | i | -16.6
COc1ccc(NC(=O)COC(=O)CNC(=O)C2CCCCC2)cc1OC | . | -4.0
COc1ccc(N=C2SC(CC(=O)Nc3ccccc3F)C(=O)N2Cc2ccco2)cc1 (stereo not drawn) | i | -25.1
COc1cc(NC(=O)CN2CCCCCC2)cc(OC)c1 | i | 0.6
COc1ccccc1-c1nc2cc3ccccc3cc2nc1-c1ccccc1OC | i | -18.2
O=C(CN1CCN(Cc2ccccc2)CC1)NCc1ccc(Cl)cc1 | i | -16.4
COC(=O)c1nc(NC(=O)c2ccc(Cl)cc2)n[nH]1 | i | -3.1
Cc1ccc(S(=O)(=O)n2cnc3ccccc32)c(C)c1 | i | -27.8
COc1cccc(CNC(=O)N2CCN(c3ccccc3C)CC2)c1 | i | -20.9
CCCCNC(=O)c1ccc2c(SCC(=O)O)c3c(nc2c1)CCCC3 | i | -5.7
COc1ccc(C(=O)CSc2nc3ccc([N+](=O)[O-])cc3[nH]2)cc1 | i | -12.5
O=C(CCN1C(=O)/C(=C\C=C\c2ccccc2)SC1=S)Nc1ccccc1C(=O)O | i | -11.9
O=C(Nc1ccc(Cl)cc1C(=O)N1CCCCC1)c1ccco1 | i | -8.3
COc1ccc(NC(=O)CC2C(=O)N(c3ccc(OC)cc3)C(=O)N2CCc2cccs2)cc1 (stereo not drawn) | i | -23.1
CN(C)C(=O)c1ccc(NC(=O)COC(=O)C2(c3ccccc3)CCCC2)cc1 | . | -5.7
CC1CCN(CCc2nc3cc(NS(=O)(=O)c4ccccc4)ccc3n2C)CC1 | i | -8.6
CCCCNc1nc2c(c(=O)n(Cc3ccccc3)c(=O)n2C)n1C | i | -3.5
O=C(CNc1cc(S(=O)(=O)N2CCCC2)ccc1OCC(F)(F)F)Nc1cccc(C(F)(F)F)c1 | i | 3.8
CN(CC(=O)Nc1ccccc1Cl)C(=O)c1cc(C2CC2)nn1-c1ccccc1 | . | -11.8

Exported with values under each structure: part of the list above.
Values in the order: CHT allo act	OX1R antagonist
COc1ccc(N=C2SC(CC(=O)Nc3ccccc3F)C(=O)N2Cc2ccco2)cc1 (stereo not drawn)
    i	-25.1
COc1cc(NC(=O)CN2CCCCCC2)cc(OC)c1
    i	0.6

(next part)
SMILES | CHT allo act | OX1R antagonist
O=C1NC(Cc2ccccc2)c2nc3ccc(F)cc3c(=O)n2-c2ccccc21 (stereo not drawn) | . | -6.3
COC(=O)CCC(=O)OC1(C)C(=O)C=C2C=C(C3CC3)N(Cc3ccccc3)C=C2C1=O (stereo not drawn) | i | -21.7
CCOC(=O)C1(CCOC)CCN(Cc2ccncc2)CC1 | i | 2.3
CN1/C(=C/c2cccc[n+]2CCO)Sc2ccccc21 | i | -8.6
O=C(CNc1cc(S(=O)(=O)N2CCOCC2)ccc1N1CCCC1)N1CCc2ccccc21 | i | -20.4
CCOc1ccc(C(=O)N2CCN(c3ccccc3)CC2)cc1 | i | -5.5
CCOc1ccc2ccccc2c1C1NC(=O)N(C)C(C)=C1C(=O)OCCOC (stereo not drawn) | i | -35.8
CN(C)S(=O)(=O)c1cccc(NC(=O)COC(=O)/C=C/c2ccc([N+](=O)[O-])cc2)c1 | i | -12.6
CC(C)CN(CC(C)C)C(=O)CC(=O)NC(=O)c1ccc(Cl)cc1 | i | -21.9
CC(=O)c1ccc(N2CCN(c3ccccc3O)CC2)c([N+](=O)[O-])c1 | i | 63.5*
CC(C)CN(CCNC(=O)CN1C(=O)COc2ccc(S(=O)(=O)N3CCC(C)CC3)cc21)CC(C)C | i | -18.5
CCN(CC(=O)Nc1c(F)cccc1F)C(=O)c1ccc(Sc2nncn2C)c([N+](=O)[O-])c1 | i | -3.3
Oc1c(C(c2ccco2)N2CCC3(CC2)OCCO3)sc2ncnn12 (stereo not drawn) | i | -18.5
FC(F)(F)c1ccccc1NC(=S)N1CCCC1 | i | 11.8
COc1ccc(N2CCN(Cc3cc(OC)c(O)c([N+](=O)[O-])c3)CC2)cc1 | i | -2.8
C[C@@H]1CC=C[C@@H]2[C@H]1C(=O)N(Cc1ccccc1)[C@H]2c1cccc(Br)c1 | . | -0.4
C=CCn1cc(/C=N/N2C(=O)C3C4C=CC(C4)C3C2=O)c2ccccc21 (stereo not drawn) | i | -11.7
CN(C)S(=O)(=O)c1ccc(C(=O)NCc2cccs2)cc1 | i | 5.0
Cc1ccc(CCCOC(=O)C[N+]2(C)CCCC2)cc1 | i | 2.8
Cc1ccc(NC(=O)COC(=O)c2ccc(-n3cnnn3)cc2)c(Br)c1 | . | 1.1

Part of the list above in order of molecular weight, largest number first:
SMILES | CHT allo act | OX1R antagonist
CC(C)CN(CCNC(=O)CN1C(=O)COc2ccc(S(=O)(=O)N3CCC(C)CC3)cc21)CC(C)C | i | -18.5
CCN(CC(=O)Nc1c(F)cccc1F)C(=O)c1ccc(Sc2nncn2C)c([N+](=O)[O-])c1 | i | -3.3
O=C(CNc1cc(S(=O)(=O)N2CCOCC2)ccc1N1CCCC1)N1CCc2ccccc21 | i | -20.4
CN(C)S(=O)(=O)c1cccc(NC(=O)COC(=O)/C=C/c2ccc([N+](=O)[O-])cc2)c1 | i | -12.6
Cc1ccc(NC(=O)COC(=O)c2ccc(-n3cnnn3)cc2)c(Br)c1 | . | 1.1
CCOc1ccc2ccccc2c1C1NC(=O)N(C)C(C)=C1C(=O)OCCOC (stereo not drawn) | i | -35.8
C[C@@H]1CC=C[C@@H]2[C@H]1C(=O)N(Cc1ccccc1)[C@H]2c1cccc(Br)c1 | . | -0.4
COc1ccc(N2CCN(Cc3cc(OC)c(O)c([N+](=O)[O-])c3)CC2)cc1 | i | -2.8
C=CCn1cc(/C=N/N2C(=O)C3C4C=CC(C4)C3C2=O)c2ccccc21 (stereo not drawn) | i | -11.7
CC(=O)c1ccc(N2CCN(c3ccccc3O)CC2)c([N+](=O)[O-])c1 | i | 63.5*
CN(C)S(=O)(=O)c1ccc(C(=O)NCc2cccs2)cc1 | i | 5.0
CCOc1ccc(C(=O)N2CCN(c3ccccc3)CC2)cc1 | i | -5.5
CN1/C(=C/c2cccc[n+]2CCO)Sc2ccccc21 | i | -8.6
FC(F)(F)c1ccccc1NC(=S)N1CCCC1 | i | 11.8

More entries
SMILES | CHT allo act | OX1R antagonist
O=C1C(=O)N(c2nccs2)C(c2ccccc2F)/C1=C(\O)c1ccc2c(c1)OCCO2 (stereo not drawn) | i | -4.6
CCOC(=O)c1nc(S(C)(=O)=O)ncc1Cl | i | -2.3
C=CCc1ccccc1OCC(O)CN(C(C)C)C(C)C (stereo not drawn) | i | -61.8
Cn1cc(C(=O)C(=O)NC2CCCCC2)c2ccccc21 | i | -23.2
Cc1cccc(N/N=C(\C=N\N)C(=O)c2ccc(Br)cc2)c1 | i | -14.4
COc1ccc(OC)c(NC(=O)N[C@@H](Cc2ccccc2)C(=O)O)c1 | i | -3.3
Cc1ccc2c(c1)N(C(=O)CCC(=O)NCCCN1CCN(C)CC1)CC(C)O2 (stereo not drawn) | i | 6.0
c1ccc(-c2cnnc(N3CCCCC3)n2)cc1 | i | -13.1
CC12CCC(C(=O)N3CCc4ccccc43)(CC1=O)C2(C)C (stereo not drawn) | i | -29.4
CCOc1cc(NC(=S)NCC2CCCO2)c(OCC)cc1NC(=O)c1ccccc1C (stereo not drawn) | i | -35.0
Cc1cc(N=Nc2ccc(Cl)cc2)cc(CN2CCCC2)c1O | i | -36.2
CC(=O)N1CCN(S(=O)(=O)c2cccc(C(=O)NNC(=O)Cn3nc(C)cc3C)c2)CC1 | . | -0.8
CC(C)N(C(=O)c1nn(C)c2c1CSc1ccccc1-2)C1CCCCC1 | i | -29.9
Oc1ccc(N2CCN(c3ncnc4sc5c(c34)CCC5)CC2)cc1 | i | -12.7
O=C(Cn1[nH]c(=O)c2ccccc2c1=O)NNC(=O)c1ccccc1 | i | -12.6
